# Screening data as filed in PubChem BioAssay.
# PLK1 PBD block: PLK1 (human) polo-box domain binding inhibition. P53350. Plk1 PBD binding of FITC phosphopeptide, fluorescence polarization. 360,000 tested, 2.8% active. Potency, µM, without a hit: max response, negative = inhibition, actives largely listed as inhibitors; further: potency means the concentration at half of the fitted maximal effect; series mostly up to about 57 µM; on the % scale 0 is the no-effect control and ±100 the full control effect; nearly all actives have a fitted effect of over 65% in size
# IL2 activator: activates IL-2 in a cell-based reporter assay; IL-2 activation reporter assay, cell-based qHTS; stimulated with anti-CD3/CD4/CD28 beads; in transgenic mouse T cells; activation, % (series mostly up to about 46 µM); 360,000 tested, 0.065% active; in the data active means activation above about 50%; inconclusive means mostly about 30% to 49%; further: 0% is about no effect
#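 Unstimulated transgenic mouse T cells; 60-min compound exposure; bead-based TCR/CD4/CD28 stimulation; 18 h culture, 37 degrees C; dual fluorescence (EGFP, DsRed) plate cytometry.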
# Abeta rescue: A-beta toxicity reversal in yeast; Potency, µM (highest dose often 46.1 µM), for inactives: at the top dose growth rescue, hits mostly activators; yeast expressing A-beta42, growth rescue, OD600, 48 h; response scale: 0% DMSO, 100% iron-clioquinol control; AID 1347071; 410,000 tested, 0.063% active; further: potency means the concentration at half of the fitted maximal effect; nearly all actives have a fitted effect of over 55% in size
#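 Yeast A-beta toxicity model in growth medium with pinned compounds, 48 h at 30 C; growth read as absorbance at 600 nm. Normalized to FeCl3/clioquinol equimolar mix (positive) and DMSO (negative).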
# EPAC1 ag: EPAC1 (human) agonism; O95398; Potency, µM (highest dose often 154 µM), without a hit: at the top dose activation, hits mostly activators; AID 720707; EPAC1 agonist qHTS, biochemical assay; response scale: 100% = response to 6.5 mM cAMP; 360,000 tested, 0.073% active; further: potency means the concentration at half of the fitted maximal effect; nearly all actives have a fitted effect of over 60% in size
#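 Read-out is the fluorescence drop as BODIPY-GDP leaves Rap1B (480 nm excitation, 540 nm emission), recorded every 5 minutes over 30 minutes. Reactions held 100 nM EPAC1, 250 nM Rap1B–BODIPY-GDP and 50 uM GDP, with 6.5 mM cAMP setting full activation.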
# EPAC1 antag: blocks human EPAC1 exchange factor; Potency, µM (series often up to 115 µM), without a hit: top-dose activity change, negative = inhibition, most hits filed as inhibitors; 360,000 tested, 0.14% active; EPAC1 GEF assay, Rap1b-BODIPY-GDP exchange fluorescence; O95398;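 further: potency means the concentration at half of the fitted maximal effect; plate controls were vehicle for no effect and positive control for full effect; nearly all actives have a fitted effect of over 50% in size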
# FUS suppressor: rescues growth of FUS-expressing yeast; S. cerevisiae FUS-expressing, growth rescue, OD600, 24 h; Potency, µM (series often up to 76.6 µM), for the others: at the top dose growth rescue (activation), actives largely listed as activators; 390,000 tested, 0.24% active; AID 1347120;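 further: potency means the concentration at half of the fitted maximal effect; plate controls were DMSO vehicle for no effect and reference control for full effect; nearly all actives have a fitted effect of over 55% in size; some results filed as inactive show a strong effect at the top dose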
#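 S. cerevisiae expressing FUS from galactose induction served as the toxicity model. Growth after 24hr at 30C, read as absorbance at 600 nm, indicates suppression of toxicity; compounds dosed at several concentrations.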
# PI5P4Ka inh: blocks human PI5P4K alpha kinase activity | PI5P4Kalpha enzyme, ADP-Glo luminescence, 60 min; stronger effect = lower value | max response, % | 330,000 tested, 1.2% active; active means max response of -50% or lower; inconclusive means between -30% and -50%; inactive means -30% or higher; further: value at the top dose of about 77 µM; on the % scale 0 is the no-effect control and ±100 the full control effect
#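 Compounds were pin-transferred onto PI5P4Kalpha and substrate in HEPES pH 7.4 buffer with EGTA, CHAPS and 5% DMSO. ATP (5 microM final) started the reaction, which ran 60 minutes at room temperature before ADP-Glo detection.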
# WRN helicase inh: inhibitors of human WRN helicase; Q14191; WRN helicase unwinding, fluorescent forked duplex, kinetic; Potency, µM (top dose mostly 114 µM), for inactives: at the highest dose activity change, negative = inhibition, usual class: inhibitors; 360,000 tested, 0.46% active; AID 651768; further: potency means the concentration at half of the fitted maximal effect; on the % scale 0 is the no-effect control and ±100 the full control effect; nearly all actives have a fitted effect of over 55% in size
# Target sequence (Q14191 whole entry, looked up): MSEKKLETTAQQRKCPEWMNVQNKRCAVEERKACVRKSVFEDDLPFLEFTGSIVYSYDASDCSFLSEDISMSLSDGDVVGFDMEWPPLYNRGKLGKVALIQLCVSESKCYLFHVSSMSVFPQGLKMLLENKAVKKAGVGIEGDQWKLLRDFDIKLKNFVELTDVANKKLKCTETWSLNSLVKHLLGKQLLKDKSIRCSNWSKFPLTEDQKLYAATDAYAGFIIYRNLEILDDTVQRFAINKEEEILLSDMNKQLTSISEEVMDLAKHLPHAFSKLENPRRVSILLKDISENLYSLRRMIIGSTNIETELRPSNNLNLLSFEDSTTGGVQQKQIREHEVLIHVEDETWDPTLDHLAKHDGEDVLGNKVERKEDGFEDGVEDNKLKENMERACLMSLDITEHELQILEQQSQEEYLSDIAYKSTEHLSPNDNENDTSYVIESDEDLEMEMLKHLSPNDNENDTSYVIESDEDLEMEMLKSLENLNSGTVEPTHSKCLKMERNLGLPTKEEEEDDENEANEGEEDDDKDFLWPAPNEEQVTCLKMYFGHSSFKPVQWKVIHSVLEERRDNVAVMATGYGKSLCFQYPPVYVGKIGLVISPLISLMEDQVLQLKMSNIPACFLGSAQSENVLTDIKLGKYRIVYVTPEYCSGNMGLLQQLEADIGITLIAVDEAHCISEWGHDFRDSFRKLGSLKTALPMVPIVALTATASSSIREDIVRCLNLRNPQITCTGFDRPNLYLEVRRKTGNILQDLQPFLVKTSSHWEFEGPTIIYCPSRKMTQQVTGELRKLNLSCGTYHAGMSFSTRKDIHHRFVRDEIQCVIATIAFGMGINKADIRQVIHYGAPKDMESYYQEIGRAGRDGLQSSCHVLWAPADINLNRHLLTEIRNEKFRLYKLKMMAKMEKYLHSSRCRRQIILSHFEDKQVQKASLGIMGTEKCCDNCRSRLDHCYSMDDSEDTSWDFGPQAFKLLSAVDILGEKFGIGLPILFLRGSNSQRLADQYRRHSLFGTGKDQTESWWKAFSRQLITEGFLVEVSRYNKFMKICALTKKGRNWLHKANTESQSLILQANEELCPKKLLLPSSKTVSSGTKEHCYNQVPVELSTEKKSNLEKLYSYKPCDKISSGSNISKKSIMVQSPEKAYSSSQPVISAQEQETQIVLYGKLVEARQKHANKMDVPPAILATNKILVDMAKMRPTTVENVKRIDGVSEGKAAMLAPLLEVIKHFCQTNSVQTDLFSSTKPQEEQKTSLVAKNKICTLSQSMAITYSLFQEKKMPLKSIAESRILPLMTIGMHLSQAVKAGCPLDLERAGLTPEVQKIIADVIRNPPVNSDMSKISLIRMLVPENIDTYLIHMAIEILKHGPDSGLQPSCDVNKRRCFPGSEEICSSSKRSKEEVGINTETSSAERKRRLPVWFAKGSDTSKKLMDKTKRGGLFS
#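 Enzyme (20 nM final) and test compound sit together 15 min at room temperature before substrate addition. Substrate is a single-forked duplex oligonucleotide (100 nM) labelled with fluorophore and quencher, with 2 mM ATP; helicase unwinding raises red fluorescence, read kinetically.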
# Active calls of the source: *; ? = inconclusive; / = not tested or not shown; & = joins results of further samples; [ ] = dose if it differs, or a comment. Unless noted, the call rests on the fitted dose curve; in most records, active means well fitted curve in the direction sought with a large enough effect; inconclusive means small, poorly fitted or top-dose-only effect, or another doubt; inactive means no such curve, though single readings can be large; an effect the other way counts as inactive or inconclusive.
SMILES,PLK1 PBD block,IL2 activator,Abeta rescue,EPAC1 ag,EPAC1 antag,FUS suppressor,PI5P4Ka inh,WRN helicase inh
CC(=O)OC[C@@H]1CN(Cc2ccccc2)C[C@H](n2cnc3c(NCC(C)C)ncnc32)O1,0%,-0.2,-12%,-13%,-5%,?,-10,5%
Cn1c(SC(C(=O)Nc2ccc(F)cc2)c2ccccc2)nc2ccccc21 (stereo not drawn),2%,-4.4,6%,6%,-19%,4%,0,-3%
O=C(NCCc1ccc(F)cc1)C(=O)NCC1CCCN1S(=O)(=O)c1cccs1 (stereo not drawn),-5%,-0.9,-1%,8%,-8%,9%,6,-14%
CCc1ccc(OC2(C)CCN(Cc3ccc4c(c3)OCCO4)C2)cc1 (stereo not drawn),0%,0.2,18%,5%,7%,-1%,0,0%
Cc1cc(=O)oc2c3c(ccc12)OC/C3=N/N,-22%,-1.5,0%,7%,13%,1%,-12,-14%[11.6 µM]
Cc1cc(-c2nc3ccccc3[nH]2)ccc1N,-9%,-1.1,-18%,-1%,-9%,-1%,8,-10%
CCOc1ccccc1NC(=O)c1ccc2c(c1)C(=O)N(C(C)(C)C)C2=O,-13%,0.4,24%,0%,-19%,-16%,-1,-26%
CCOc1ccc2nc(N3CCCC(C(=O)NCC4CCCO4)C3)sc2c1 (stereo not drawn),-4%,0.9,3%,1%,-1%,-16%,0,0%
CCOc1cc(N2CCOCC2)c(OCC)cc1NC(=O)Cc1cccc2ccccc12,-12%,-1.4,12%,1%,2%,18%,-2,-6%
CS(=O)(=O)N1CCN(C(=O)CCC2CCCC2)CC1,-9%,-0.1,6%,1%,-1%,2%,-2,5%
COc1ccc(S(=O)(=O)N2CCC3(CC2)OCCN3S(=O)(=O)c2c(C)cc(C)cc2C)cc1,-3%,0.3,2%,1%,-8%,37%,7,-3%
N#C/C(=C1/C(=O)Nc2ccc(Br)cc21)c1ccccn1,-11%,-0.7,-12%,1%,-4%,24%,2,3%
O=C(NCC(=O)N(CC1CCCO1)C(C(=O)NC1CCCC1)c1ccc(F)cc1)c1ccco1 (stereo not drawn),-3%,1.9,-1%,-2%,11%,14%,4,1%
O=[N+]([O-])c1ccc(F)cc1F,-5%,0.2,-4%,0%,-24%,-27%,0,-7%
O=C(c1cccc(S(=O)(=O)Nc2ccccc2Cl)c1)N1CCC1,-11%,1.1,25%,-45%,-24%,4%,-7,-17%
Cc1ccc(N(CC(=O)NCc2ccc3c(c2)OCO3)C(=O)c2csnn2)cc1,-16%,0.6,-13%,-3%,-25%,14%,1,5%
COc1cccc(CNC(=O)CCCn2nc(C)n3c(cc4sccc43)c2=O)c1,?,3.5,?,13%,-3%,1%&12%,-2,-5%
C[C@@H]1CCCN1[C@@H]1CS(=O)(=O)N[C@H]1COCc1ccccc1,-4%,0.0,-5%,-8%,-14%,-20%,0,-3%
N#Cc1nc(COc2ccc(F)cc2)oc1N1CCC(Cc2ccccc2)CC1,-1%,3.4,14%,6%,-16%,22%,/,-7%
Cc1ccccc1C(=O)N/N=C/c1ccc(Sc2ccccn2)o1,-5%,0.5,10%,-16%,?,/,1,10%
COc1cc([N+](=O)[O-])ccc1NC(=S)Nc1cccc(C(=O)O)c1,?,-0.4,-19%,-2%,25%,8%,-12,-34%[57.1 µM]
Cc1sc2ncnc(Sc3ccccc3C(=O)Nc3ccc(C#N)cc3)c2c1C,6%,-1.5,19%,3%,-2%,?,7,-24%
Cc1ccccc1-c1nc(CS(=O)(=O)CC(=O)NCCc2ccccc2)c(C)o1,-14%,-0.1,-6%&-3%,5%,-5%,23%&30%,-1,-6%[57.1 µM]
CC(OC(=O)C1CCN(S(=O)(=O)c2ccc3c(c2)OCCO3)CC1)C(=O)NC1(C#N)CCCCC1 (stereo not drawn),-13%,-0.6,-2%,11%,-11%,32%,6,6%
COc1ccc(S(=O)(=O)N2CCC(C(=O)N3CCc4ccccc4C3)CC2)cc1Cl,0%,0.6,11%,10%,-11%,?,/,-18%[57.1 µM]
O=C(CN1C(=O)c2ccccc2C1=O)N(CCO)Cc1ccccc1,-4%,-2.8,1%,21%,11%,-24%,3,5%
CC(C)COc1ccc(-c2nnc(-c3ccco3)o2)cc1,5%,5.2,-8%,4%,-10%,8%,4,-10%
CCC(C)[C@H](NC(=O)C1CCN(C(=O)[C@H](Cc2ccccc2)NS(=O)(=O)c2ccc(C)cc2)CC1)C(=O)O (stereo partly drawn),-3%,-2.7,-10%,11%,12%,37%,63,2%
Cc1nc([N+](=O)[O-])cn1CC(=O)c1ccc(Cl)cc1,-8%,4.5,-77%[inhibitor],2%,-27%,3%,1,2%[57.1 µM]
CCOc1ccc(C(=S)N2CCCC2)cc1OC,-7%,0.1,0%,-1%,-11%,/,0,1%
CC(=O)Nc1ccc(S(=O)(=O)Nc2ccc(S(=O)(=O)Nc3nc(C)cc(C)n3)cc2)cc1,-22%,-0.6,-11%,1%,-12%,13%,3,8%
Cc1c(C(=O)NCCC2=CCCCC2)sc2ncnc(N3CCCCC3C)c12 (stereo not drawn),-10%,-5.5,17%,10%,?,30%,1,-8%
COC(=O)c1scc(C)c1N/N=C(\C)c1cc(F)c(Cl)cc1F,-10%,-0.5,-1%,16%,-3%,18%,0,0%
COc1ccc(N2CCN(c3nc(-c4cccs4)nc4ccccc34)CC2)cc1,-6%,0.4,-13%,4%,-21%,?,0,-7%
Cc1cc2nnc(SCC(=O)N(C)C3CCS(=O)(=O)C3)n2c2ccccc12 (stereo not drawn),-2%,-0.4,1%,17%,?,8%,1,-3%
COC(=O)c1ccc(S(=O)(=O)NCc2ccccc2)n1C,-5%,-2.0,-9%,-10%,25%,-6%,2,15%
CCOc1ccc(OCCC(=O)OCC(=O)N(CC)c2c(N)n(Cc3ccccc3)c(=O)[nH]c2=O)cc1,-3%,0.0,4%,-16%,-21%,2%,-1,4%
CCCCNC(=S)NCCN1CCCCC1,-5%,-2.0,-12%,-2%,-1%,12%,-2,6%
Cc1ccc(N2CC(C(=O)Nc3ccc4c(c3)OCCO4)CC2=O)cc1C (stereo not drawn),1%,6.3,-10%,0%,-29%,-17%,1,-3%[57.1 µM]
Cc1nc2ccc(NC(=O)N3CCN(c4ccccn4)CC3)cc2s1,-14%,-1.9,-5%,-5%,-7%,4%,0,17%[57.1 µM]

# Structures above that have a COOH group (2):
SMILES,PLK1 PBD block,IL2 activator,Abeta rescue,EPAC1 ag,EPAC1 antag,FUS suppressor,PI5P4Ka inh,WRN helicase inh
COc1cc([N+](=O)[O-])ccc1NC(=S)Nc1cccc(C(=O)O)c1,?,-0.4,-19%,-2%,25%,8%,-12,-34%[57.1 µM]
CCC(C)[C@H](NC(=O)C1CCN(C(=O)[C@H](Cc2ccccc2)NS(=O)(=O)c2ccc(C)cc2)CC1)C(=O)O (stereo partly drawn),-3%,-2.7,-10%,11%,12%,37%,63,2%

# (listing goes on)
SMILES,PLK1 PBD block,IL2 activator,Abeta rescue,EPAC1 ag,EPAC1 antag,FUS suppressor,PI5P4Ka inh,WRN helicase inh
O=C(NCC1CCCO1)c1cc2nc(-c3ccco3)cc(C(F)(F)Cl)n2n1 (stereo not drawn),-14%,-0.8,8%,11%,-14%,-15%,2,2%
CC(C)Oc1ccc(C(=O)NCCCNC(=O)c2cccnc2)cc1,0%,-0.2,0%,-8%,-12%,7%,0,2%
CCOC(=O)c1[nH]c2ccccc2c1NC(=O)c1ccc(S(=O)(=O)N(C)C)cc1,-13%,0.0,4%,-2%,-6%,-15%,-1,1%
CCCCOc1c(Cl)cc(C(=O)N2CCN(CC(=O)N3CCCC3)CC2)cc1OCC,-6%,-4.4,-5%,-24%,-14%,23%,12,-18%
CCOC(=O)C(C)n1cnc2c(nnn2Cc2ccc(C)cc2)c1=O (stereo not drawn),-6%,-2.3,-12%,5%,13%,17%,/,-3%
COc1ccc(S(=O)(=O)Nc2ccccc2C(N)=O)cc1OC,1%,9.7,-2%,-1%,6%,-16%,-20,-1%
CC(=O)Oc1c(I)cc(I)cc1C(=O)Nc1ccc(Cl)cc1,-7%,-0.5,10%,11%,-13%,5%,-6,0%
O=C(CNC(=O)c1ccc(Cl)cc1)OCCN1C(=O)c2ccccc2C1=O,-6%,0.7,-11%,12%,-25%,-11%,3,-10%
C[C@@]12C(=O)Nc3ccc(Br)cc3C(=O)N1[C@H]1c3cc(Cl)ccc3OC[C@@H]1[C@@H]2c1ccccc1,-10%,-0.6,29%,-3%,-6%,9%,1,9%
CCCc1c(C(=O)NNc2ccccc2OC)cnn1-c1ccccc1,-6%,0.9,26%,13%,-3%,44%,-3,-16%
Nc1nc(-c2ccc(Cl)cc2)nn1C(=O)c1ccco1,-4%,-1.5,-1%,6%,-13%,-9%,-1,-2%
O=C(NCCC(=O)N1CCN(Cc2c(F)cccc2Cl)CC1)c1ccc(Cl)cc1,-13%,0.4,4%,0%,-2%,9%,-2,0%
Cc1ccc(C(=O)N2CCN(Cc3ccc4c(c3)OCO4)CC2)cc1[N+](=O)[O-],-5%,1.7,11%,6%,10%,10%,7,4%
COc1ccc(NC(=O)C(c2ccc(OC)cc2)n2c(=O)c(-c3cc4ccccc4[nH]3)nc3ccccc32)cc1 (stereo not drawn),0%,1.3,19%,2%,10%,?,-2,-10%
COc1ccc(S(=O)(=O)NC(=O)C2(C)CCN2C(=O)Cc2ccccc2)cc1OC (stereo not drawn),-9%,0.7,10%,9%,-3%,-12%,-5,1%
Cc1cc(-c2nc(C)c(C(=O)NNS(=O)(=O)c3cccc(C(F)(F)F)c3)s2)no1,-1%,0.0,5%,1%,-4%,-8%,-1,0%
COc1ccc(OC)c2sc(NC(=O)C3COc4ccccc4O3)nc12 (stereo not drawn),-12%,-0.9,19%,-15%,-17%,-14%,3,-19%
CCCCC1(C)NC(=O)c2c(C)sc(C(=O)OCC)c2N1 (stereo not drawn),-9%,-0.7,-19%,0%,1%,-1%,0,-9%[57.1 µM]
CN(C)CC(C)(C)NS(=O)(=O)c1ccc(Cl)cc1,-3%,-1.5,3%,3%,-15%,1%,/,-6%
Cc1n[nH]c(=S)n(/N=C/c2cccc([N+](=O)[O-])c2)c1=O,-10%,-1.4,-15%,5%,8%,9%,-3,-7%
Cc1cc(NC(=O)CCN2CCN(CCO)CC2)ccc1Br,2%,0.6,10%,7%,-5%,5%,1,0%
